DUSP3 inh – VHR1 phosphatase inhibitors, primary screen, biochemical, colorimetric, HTS; Dual specificity protein phosphatase 3 (Homo sapiens), P51452; inhibition, % at 20 µM; recombinant VHR phosphatase, colorimetric substrate read-out; 50,000 tested, 0.7% active; in the data active = inhibition above about 60%; note: some results filed as inactive read as strong as hits
Target sequence (P51452 whole entry, looked up): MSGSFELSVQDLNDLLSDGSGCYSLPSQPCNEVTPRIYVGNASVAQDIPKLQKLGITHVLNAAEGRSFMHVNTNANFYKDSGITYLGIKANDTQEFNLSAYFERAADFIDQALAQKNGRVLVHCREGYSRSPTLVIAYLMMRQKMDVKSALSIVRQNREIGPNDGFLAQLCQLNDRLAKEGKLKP
* marks the source's active call; other numbers are inactive results. These rows are one share of the data, so the mix of outcomes need not match the whole.

SMILES | DUSP3 inh
O=C(O)/C=C/C(=O)Nc1ccc(OC(F)(F)Cl)cc1 | 8.1
N#Cc1c(-c2ccc(Cl)cc2)n(Cc2ccccc2)c(=O)n(Cc2ccccc2)c1=O | -12.4
CCOC(=O)C(CCCCCOc1c(C)cccc1C)C(=O)OCC | 7.9
Cc1cn(S(=O)(=O)c2cc([N+](=O)[O-])ccc2C)cn1 | -3.2
O=C1OC(c2cccc(Cl)c2)=N/C1=C\c1ccccc1[N+](=O)[O-] | -14.2
O=C(O)c1ccc(CNC(=O)C2CCCCC2C(=O)O)cc1 (stereo unspecified) | -11.2
O=C(Nc1ccccc1C(F)(F)F)c1cncc(Br)c1 | -3.8
Cc1cccc(N2C(=O)CC(SC(=N)N3N=C(c4cccs4)CC3c3ccc(Br)cc3)C2=O)c1 (stereo unspecified) | -3.9
NS(=O)(=O)c1ccc(CCNC(=O)Nc2ccc(Cl)cc2)cc1 | -31.6
N#Cc1ccccc1NC(=O)CC1Sc2ccc(C(F)(F)F)cc2NC1=O (stereo unspecified) | -0.8
O=C(Cc1ccccc1)NC(NC(=O)Cc1ccccc1)c1cccc([N+](=O)[O-])c1 | -0.3
CC(C)(C)c1ccc(Oc2coc3c(CN4CCOCC4)c(O)ccc3c2=O)cc1 | -9.4
Cc1cc(C)nc(N/N=C\c2c[nH]c3ccccc23)n1 | 4.2
COc1ccc(/C=N/n2cnnc2)cc1Cn1nc(C)c([N+](=O)[O-])c1C | 4.9
COc1ccc(CNC(=O)c2cccc(F)c2)cc1 | -25.0
CCC(C(=O)NC(c1ccccc1)c1ccccc1)c1ccccc1 (stereo unspecified) | -5.6
COc1ccc(OCC(=O)Nc2ccc(-c3nc4ccc(C)cc4s3)cc2)cc1 | -8.8
O=C(Nc1ccc(I)cc1Cl)c1ccc2c(c1)OCCO2 | -22.0
O=C1C(=O)N(c2nncs2)C(c2ccc(F)cc2)/C1=C(\O)c1ccccc1 (stereo unspecified) | -23.1
COc1cc([N+](=O)[O-])ccc1NC(=O)C(C)C | -10.9
COc1ccc2c(c1)OCC/C2=N\OC(=O)c1cccc2ccccc12 | -8.0
Cc1ccc(/C=C(/C#N)C(=O)Nc2cccc(Br)c2)cc1[N+](=O)[O-] | -1.4
Cc1ccc2c(nc3s/c(=C\c4ccc(-c5cccc(C(F)(F)F)c5)o4)c(=O)n32)c1C | 24.3
COc1ccc(OCC(=O)Nc2ccc3oc(-c4ccc(Cl)cc4Cl)nc3c2)cc1 | -0.6
COc1ccc(-c2nnc(SCC(=O)NN)n2-c2ccccc2)cc1 | 3.4
SMILES | DUSP3 inh
O=C(NCc1ccccc1Cl)C1CC(=O)N(c2cccc([N+](=O)[O-])c2)C1 (stereo unspecified) | 1.4
COc1cccc(NC(=O)CN(c2ccccc2)S(=O)(=O)c2ccccc2[N+](=O)[O-])c1 | -0.1
CCNC(=O)/C(C#N)=C/c1ccc(C(C)(C)C)cc1 | 5.8
O=C(NCc1ccc2c(c1)OCO2)C1CC(=O)N(c2ccccc2)C1 (stereo unspecified) | -19.7
CNC(=O)/C=C1\NC(C)(C)Cc2ccccc21 | -0.7
COc1ccc(N2C(=O)c3ccccc3NC2c2ccc(OC)c(CN3C(=O)c4ccccc4C3=O)c2)cc1 (stereo unspecified) | 4.7
CCOC(=O)c1sc(NC(=O)c2cc(Cl)ccc2OC)nc1C | -3.1
O=C(c1ccc(Br)o1)N1CCN(C(c2ccccc2)c2ccccc2)CC1 | 5.1
COc1ccc(CNCc2cccc3ccccc23)cc1OC | -4.4
CCCn1c(SCc2nc3ccccc3[nH]2)nc2ccccc21 | -1.8
Cc1cccc(OCc2nnc(NC(=O)Nc3ccc(Cl)cc3)s2)c1C | -26.3
COc1cc(-c2c(C#N)c(N)n3c(nc4ccccc43)c2C#N)ccc1OCc1ccccc1F | -15.8
Cc1ccc(-n2c(=O)c3c(n4c(=S)[nH]nc24)-c2ccccc2CC32CCCCC2)cc1 | 37.5
CCOc1ccccc1/C=N/NC(=O)CSc1nc2ccccc2n1Cc1ccccc1 | 7.7
CCCCOn1nnc2ccc([N+](=O)[O-])cc21 | -12.7
COc1cccc(-c2nc(-c3ccc(Cl)cc3Cl)no2)c1 | -12.3
CC(C)OC(=O)NC(c1ccccc1)C(Cl)(Cl)Cl (stereo unspecified) | -4.7
COc1cc(/C=C2\SC(=S)NC2=O)cc(Br)c1OCc1c(C)no[n+]1[O-] | -1.6
Cc1ccc(N(CC(=O)NCc2ccccc2C)S(C)(=O)=O)cc1 | -14.2
Cc1ccc(-n2c(C)cc(/C=C3\NC(=S)NC3=O)c2C)cc1C | 30.3
CCc1ncc(C(O)c2cccc(OC)c2OC)n1C (stereo unspecified) | -11.4
Cc1c(OC(C)C)ccc2c(-c3ccccc3)cc(=O)oc12 | -7.0
O=C(CSC1CC(=O)N(c2cc(Cl)cc(Cl)c2)C1=O)Nc1ccc(Br)cc1 (stereo unspecified) | -27.7
CCOC(=O)N1CCN(c2cc(N3CCOCC3)c(F)cc2[N+](=O)[O-])CC1 | -0.5
O=C(CN1C(=O)/C(=C/c2ccccc2)SC1=S)Nc1nccs1 | -2.5

Copied from the list:
O=C(c1ccc(Br)o1)N1CCN(C(c2ccccc2)c2ccccc2)CC1 in DUSP3 inh = 5.1
Cc1cccc(N2C(=O)CC(SC(=N)N3N=C(c4cccs4)CC3c3ccc(Br)cc3)C2=O)c1 (stereo unspecified) in DUSP3 inh = -3.9
CNC(=O)/C=C1\NC(C)(C)Cc2ccccc21 in DUSP3 inh = -0.7

New compounds follow:
SMILES | DUSP3 inh
O=C(O)CSCC(NC(=S)Nc1ccccc1)C(=O)O (stereo unspecified) | -3.6
CC(C)c1ccccc1OCC(=O)Nc1cccc(C(=O)O)c1 | -11.0
O=C(Nc1ccc(S(=O)(=O)Nc2nccs2)cc1)c1ccc2ccccc2c1 | 1.6
CCOC(=O)C1=C(CC)NC2=C(C(=O)CCC2)C1c1cc(OC)ccc1OC (stereo unspecified) | -6.6
C=CCC1(C#N)C(=S)NC2=C(C(=O)CC(C)(C)C2)C1c1ccccc1 (stereo unspecified) | -1.2
COc1ccc(-c2cc(C(=O)Nc3ccccc3I)c3ccccc3n2)cc1 | 0.8
CCn1c2ccccc2c2cc(CN3CCN(C(=O)c4cccs4)CC3)ccc21 | 1.8
COc1ccc(O)c(CN2CCN(Cc3ccccc3Cl)CC2)c1 | -4.7
CCCOc1ccc(C2NC(=O)N(C)C(C)=C2C(=O)OCC)cc1OC (stereo unspecified) | -34.9
CC1=C/C(=N\N=C2\NC(=O)C(CC(=O)Nc3ccccc3F)S2)CC(C)(C)C1 (stereo unspecified) | 4.8
COc1ccc(NC2=CC(=O)CC(c3ccco3)C2)cc1OC (stereo unspecified) | 33.0
COc1cc(/C=C2\SC(N)=NC2=O)cc(Br)c1OC | 1.3
O=C(Nc1ccc(N2CCOCC2)cc1)c1cccc(Cl)c1Cl | -4.8
C=CCn1c(SCC(=O)NCc2cccnc2)nc2sc3c(c2c1=O)CCCC3 | 5.4
CC1=C(C(=O)Nc2cccc(Cl)c2)C(c2cccs2)NC(=S)N1 (stereo unspecified) | -8.9
COc1ccc([N+](=O)[O-])cc1NC(C)C | -46.4
O=C(/C=C/c1ccccc1)N1CCN(c2nc3ccc([N+](=O)[O-])cc3s2)CC1 | -3.8
O=C(CSc1nc2ccccc2s1)Nc1ccc(F)c([N+](=O)[O-])c1 | -11.7
O=C1CC(N2CCC(O)CC2)C(=O)N1c1ccc(I)cc1 (stereo unspecified) | 2.8
Cc1ccc(C2=NNC(c3ccc(F)cc3)S2)cc1 (stereo unspecified) | -1.1
Nc1sc(=S)nc2sc3c(c12)CCN(Cc1ccccc1)C3 | 72.5*
Cc1cc(=O)oc2cc(OCc3ccc(Cl)c(Cl)c3)ccc12 | -19.0
COc1ccc(C=C2C(=O)NC(=O)NC2=O)cc1OCc1ccc(Cl)cc1Cl | -16.7
CC(Oc1ccccc1)C(=O)Nc1cc(C(=O)O)cc(C(=O)O)c1 (stereo unspecified) | -2.7
CCOC(=O)c1ccc(N2C(=O)c3ccc(C(=O)Nc4ccccc4C(=O)O)cc3C2=O)cc1 | -8.0

Shown as labelled records: 2 of the compounds above.
O=C(CSc1nc2ccccc2s1)Nc1ccc(F)c([N+](=O)[O-])c1
  DUSP3 inh = -11.7
COc1ccc(O)c(CN2CCN(Cc3ccccc3Cl)CC2)c1
  DUSP3 inh = -4.7

Following part
SMILES | DUSP3 inh
COc1ccc2nc(NS(=O)(=O)c3ccc(Cl)cc3)c(Nc3cccc(NC(C)=O)c3)nc2c1 | 0.3
CCCC(=O)Nc1cccc(C(=O)Nc2ccc(C(=O)O)cc2)c1 | 108.6
CCOc1ccc2ccccc2c1/C=N/NC(=O)CN1CCOCC1 | -5.0
Cc1ccc2cccc(NS(=O)(=O)c3ccccc3)c2n1 | -15.3
O=C1/C(=C/c2cc(Cl)cc(Cl)c2O)SC(=S)N1Cc1ccccc1 | 14.3
CCOC(=O)C1(P(=O)(c2ccccc2)c2ccccc2)CCOCC1 | 5.8
O=C(O)CCCCCN1C(=O)C(=O)/C(=C(/O)c2ccccc2)C1c1ccccc1F (stereo unspecified) | 5.6
CCN1CCN(Cc2c(C)[nH]c3c(ccc4ccccc43)c2=O)CC1 | -14.3
CN(C)CC(O)CN1C(=O)N(CN2C(=O)N(CC(O)CN(C)C)C(=O)C2(C)C)C(C)(C)C1=O (stereo unspecified) | -4.6
COc1cccc(N2C(=O)c3ccc(C(=O)NN4C(=O)c5ccccc5C4=O)cc3C2=O)c1 | -7.7
CCc1nnc(NC(=O)CN2CCN(C(=O)c3ccccc3)CC2)s1 | -13.7
Cc1ccc(NC(=O)C2C3CC/C=C\CC/C=C/CCC32)cc1C (stereo unspecified) | 11.1
COc1ccccc1NC(=O)C1=C(C)NC(SCC(=O)c2ccc(Br)cc2)=C(C#N)C1c1ccco1 (stereo unspecified) | -10.5
COc1cccc(OC)c1C(=O)NCC12CC3CC(C1)CC(CNC(=O)c1c(OC)cccc1OC)(C3)C2 | 20.6
Cc1no[n+]([O-])c1COc1ccc(C=C2C(=O)NC(=S)NC2=O)cc1 | 14.9
CC1=C(C(=O)Nc2ccccc2C)C(c2ccccc2O)NC(=O)N1 (stereo unspecified) | -5.0
CCOC(=O)c1c(NC(=O)c2cc3ccccc3oc2=O)sc(C)c1CC | 3.5
Cc1ccc(C2C3=C(CC(C)(C)CC3=O)N=C3c4ccccc4C(=O)C32)cc1 (stereo unspecified) | -18.0
CCc1cc2c(cc1C(C)O)OCCO2 (stereo unspecified) | -18.7
COc1ccc2oc(=O)c(C(=O)Nc3cc(Cl)ccc3OC)cc2c1 | -19.5
COc1ccc(O)c(/C=C2\SC(=S)N(C)C2=O)c1 | 5.5
O=C(CN1C(=O)c2ccc([N+](=O)[O-])cc2C1=O)Nc1ccc(F)cc1 | -0.8
COC(=O)C1=C(C)NC2=C(C(=O)CC(C)(C)C2)C1c1cccs1 (stereo unspecified) | -6.2
CC(C)(C)c1cc(O)c(S(N)(=O)=O)c(C(C)(C)C)c1 | -0.4
CCCC(=O)NS(=O)(=O)c1ccc(NC(=O)c2ccc(Cl)cc2)cc1 | -9.9
SMILES | DUSP3 inh
COc1cc(OC)c(OC)cc1C=NCC1OCCc2ccccc21 (stereo unspecified) | -13.2
COc1cc(/C=C2/SC(=S)N(c3ccccc3)C2=O)cc(OC)c1O | -0.9
COc1ccccc1C1SCC(=O)N1c1ccc(Cl)c(Cl)c1 (stereo unspecified) | -12.1
O=C(Nc1ccc(Nc2ccccc2)cc1)c1ccco1 | 18.0
O=C(Nc1c(F)cc(F)cc1Br)c1cc2n(n1)C(C(F)(F)F)CC(c1cccs1)N2 (stereo unspecified) | -15.2
O=C(CNC(=O)c1ccc(Cl)cc1)c1ccccc1 | -13.7
O=C1c2ccc(-c3nc4ccccc4c(=O)o3)cc2C(=O)N1c1ccc(-c2ccc([N+](=O)[O-])cc2)cc1 | -18.6
N#CCCC1(CCC#N)c2ccccc2-c2ncccc21 | -33.1
COc1ccc(/C=C2\C(=O)N(Cc3ccccc3)N=C2C)cc1 | -21.8
CCOc1ccc(/C=C2/SC(=S)N(C)C2=O)cc1 | -17.0
CCCC(=O)Nc1ccc2c(c1)Cc1ccccc1-2 | -13.0
O=C(Nc1sc2c(c1C(=O)Nc1ccccc1)CCCCC2)c1ccc([N+](=O)[O-])cc1 | -11.6
CC1CN(c2ccc([N+](=O)[O-])cc2Cl)CCN1S(=O)(=O)c1ccccc1 (stereo unspecified) | 2.1
CCN(CC)C(=O)c1sc(NC(=O)c2cc(OC)cc(OC)c2)c(C(=O)OC)c1C | 95.0*
CC1CN(S(=O)(=O)c2ccc3c(c2)C(=O)c2cc(S(=O)(=O)N4CC(C)OC(C)C4)ccc2-3)CC(C)O1 (stereo unspecified) | 20.1
COc1ccc(/C=N/Nc2nc(C(F)(F)F)c(-c3ccc(F)cc3)s2)cc1OC | -3.9
COc1cccc(C(=O)Nc2ccc(-c3nc4cc(C)c(C)cc4o3)c(O)c2)c1 | 4.5
CC(C)(C)C1=CC(=Nc2ccc3c(c2)OCCO3)C=C(C(C)(C)C)C1=O | 1.7
C=CCC1CC=CC(CC=C)(C(O)(CC=C)CC=C)N1 (stereo unspecified) | 7.0

Another view of part of the listing above.
structure	DUSP3 inh
COc1cc(OC)c(OC)cc1C=NCC1OCCc2ccccc21 (stereo unspecified)	-13.2
COc1cc(/C=C2/SC(=S)N(c3ccccc3)C2=O)cc(OC)c1O	-0.9
COc1ccccc1C1SCC(=O)N1c1ccc(Cl)c(Cl)c1 (stereo unspecified)	-12.1
O=C(Nc1ccc(Nc2ccccc2)cc1)c1ccco1	18.0
O=C(Nc1c(F)cc(F)cc1Br)c1cc2n(n1)C(C(F)(F)F)CC(c1cccs1)N2 (stereo unspecified)	-15.2

Screening results: PubChem BioAssay, Sanford-Burnham Center for Chemical Genomics
